High-throughput results from PubChem.
D2 ag: D2 dopamine receptor (human) agonism; HEK293 T-REx D2 cells, calcium flux agonist mode; activation, % at 2 µM; actives 0.53% (n = 340,000); AID 485358;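 active = activation over 3 SD above normal in the single-dose calcium agonist read, cut at about 30% in these data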; also: 0% is about no effect
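Tetracycline-induced HEK293 Trex cells with D2 receptor force-coupled to calcium signaling, plated overnight at 30 C and loaded with no-wash calcium dye. Calcium flux read kinetically for 180 s after compound addition; responses flag agonists.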
TRHR ag: agonists of human TRH receptor; P34981; TRHR cells, calcium flux fluo-8, FDSS agonist mode; activation, % at 2 µM; actives 0.18% (n = 360,000); AID 493084; in the data active = activation above about 30%; also: 0% is about no effect
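Fluo-8-loaded TRHR cells; 10 s baseline, compound added, kinetic Ca2+ fluorescence read 1/s, agonist mode.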
TRHR enhancer: TRH receptor (human) allosteric enhancement; TRHR cells, fluo-8 calcium fluorescence, EC20 TRH enhancement; enhancement, % at 2 µM; actives 0.66% (n = 360,000); AID 493056; P34981; in the data active = enhancement above about 30%; also: 0% is about no effect
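TRHR-expressing cells loaded with fluo-8 calcium dye were read kinetically (ex 480/em 530) during compound addition, then stimulated with an EC20 of TRH (10 nM final). Enhancement of the Gq-mediated intracellular calcium response was scored.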
PI4K2A block: PI4K2A (human) kinase inhibition; Q9BTU6; purified PI4K2A, ADP-Glo luminescence, 1 h; active compounds read low; activity change, negative = inhibition, % at 76.9 µM; actives 0.13% (n = 420,000); AID 1346378; in the data active = activity change below about -50%; inconclusive = mostly about -30% to -49%;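 also: -100% = wells without enzyme as full effect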
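ADP-Glo luminescence measured ADP generated by PI4K2A enzyme (4 ug/mL before mixing) with 1.2 mM PI substrate (pre-mix) and 300 microM ATP (pre-mix). Tris pH7.5 buffer with MgCl2, Triton X-100; 1 h reaction at ambient temperature.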
USP1 inh: USP1/UAF1 (human) deubiquitinase inhibition | O94782 | recombinant USP1/UAF1, Ub-Rhodamine cleavage fluorescence | Potency, µM (titrated, usually from 57.1 µM), inactives show at the highest dose activity change, negative = inhibition, actives largely listed as inhibitors | actives 0.23% (n = 390,000) | AID 743255; also: potency is read from the fitted curve at half-maximal effect; % is scaled to controls: 0 for no effect and ±100 for the full control effect; nearly all actives have a fitted effect of over 60% in size; inactives centre near -12
Target sequence (O94782 whole entry, looked up): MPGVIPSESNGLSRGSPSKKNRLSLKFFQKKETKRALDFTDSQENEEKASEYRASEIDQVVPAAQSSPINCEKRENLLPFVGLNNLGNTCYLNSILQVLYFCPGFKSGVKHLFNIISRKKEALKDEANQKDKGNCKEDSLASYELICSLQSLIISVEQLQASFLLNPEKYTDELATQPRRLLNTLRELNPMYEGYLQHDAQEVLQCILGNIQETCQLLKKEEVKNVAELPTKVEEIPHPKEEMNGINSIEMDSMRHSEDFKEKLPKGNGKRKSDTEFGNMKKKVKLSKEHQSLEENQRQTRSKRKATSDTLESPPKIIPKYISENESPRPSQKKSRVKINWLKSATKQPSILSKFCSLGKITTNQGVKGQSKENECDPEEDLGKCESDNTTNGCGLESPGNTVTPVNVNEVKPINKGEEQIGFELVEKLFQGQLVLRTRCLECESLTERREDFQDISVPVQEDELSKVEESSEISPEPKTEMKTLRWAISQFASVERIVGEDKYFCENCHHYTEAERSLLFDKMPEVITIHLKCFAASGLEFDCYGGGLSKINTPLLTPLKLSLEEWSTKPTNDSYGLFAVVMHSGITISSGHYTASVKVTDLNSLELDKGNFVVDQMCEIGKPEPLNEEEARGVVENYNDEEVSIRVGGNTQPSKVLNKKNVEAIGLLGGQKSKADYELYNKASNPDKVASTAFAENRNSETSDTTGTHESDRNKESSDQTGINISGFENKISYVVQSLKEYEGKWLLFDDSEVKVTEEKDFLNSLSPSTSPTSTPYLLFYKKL
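1 nM enzyme complex + cpd, 15 min RT; start with Ub-Rho 150nM final; kinetic fluorescence ex 480/em 540, 6 reads q60 s. Buffer 50mM HEPES pH 7.8, 0.5mM EDTA, 0.1 mg/ml BSA, 1mM TCEP, 0.01% Tween-20.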
D2 antagonist: antagonizes the human D2 dopamine receptor; HEK293 TREx D2 cells, calcium flux, dopamine EC80; actives 2% (n = 340,000); AID 485344; P14416; inhibition, % at 10 µM; in the data active = inhibition above about 30%; also: 0% is about no effect
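Measurement of antagonist activity uses fluorescent calcium dye in inducible HEK293 T-REx D2 cells: 10 s baseline, compound addition with 180 s read, EC80 dopamine addition with a further 180 s read.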
rTrxR1 inhibitor: rat TrxR1 inhibition. recombinant rTrxR1, NADPH fluorescence consumption, selenite substrate. Potency, µM (highest dose often 114 µM), for inactives: at the highest dose activity change, negative = inhibition, actives largely listed as inhibitors. actives 1% (n = 390,000). AID 588453. O89049; also: potency is read from the fitted curve at half-maximal effect; % is scaled to controls: 0 for no effect and ±100 for the full control effect; nearly all actives have a fitted effect of over 65% in size
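Rat TrxR1 (90 nM in the dispensed reagent) was pre-reduced with 400 uM NADPH for 5 min at room temperature, then incubated with compound for 15 min. After 400 uM selenite was added, NADPH fluorescence (Ex 340/Em 450 nm) was followed for 8 min.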
mIDH1 inhibitor: blocks human mutant IDH1 R132H enzyme; O75874; IDH1-R132H enzyme, NADPH consumption, diaphorase/resazurin fluorescence; Potency, µM (doses to about 76.6 µM), for inactives: at the top dose activity change, negative = inhibition, usual class: inhibitors; actives 0.093% (n = 390,000); also: potency is read from the fitted curve at half-maximal effect; % is scaled to controls: 0 for no effect and ±100 for the full control effect; nearly all actives have a fitted effect of over 65% in size
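IDH1-R132H (0.5 ug/mL dispensed) in pH 7.5 Tris buffer was preincubated 30 min with compound, then given a substrate mix of 0.016 mM NADPH and 2 mM alpha-KG for 80 min at room temperature; remaining NADPH was read by diaphorase/resazurin fluorescence.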
TrxR1 substrate: rat thioredoxin reductase 1 substrate activity. actives 0.01% (n = 390,000). purified TrxR1 substrate turnover, NADPH consumption readout. O89049. Potency, µM (highest dose often 114 µM), without a hit: at the highest dose activity change, negative = substrate turnover; also: potency is read from the fitted curve at half-maximal effect; % is scaled to controls: 0 for no effect and ±100 for the full control effect; nearly all actives have a fitted effect of over 50% in size
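Rat TrxR1, dispensed at 90 nM, was prereduced with 400 uM NADPH (final) for 5 min at ~22 deg C, then incubated with compound 15 min before 400 uM selenite. A first-read NADPH fluorescence drop versus no-compound background flagged substrates.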
The depositor's hits bear a star; ? = inconclusive; nt = no result given; & = joins results of further samples; [ ] = dose if it differs, or a comment. Unless noted, calls follow the shape of the dose curve; as a rule, active = well fitted inhibition curve with a large enough effect; inconclusive = small, poorly fitted or top-dose-only effect; inactive = no such curve, though single readings can be large or run the other way.

SMILES	D2 ag	TRHR ag	TRHR enhancer	PI4K2A block	USP1 inh	D2 antagonist	rTrxR1 inhibitor	mIDH1 inhibitor	TrxR1 substrate
OC(CN1CCOCC1)c1csc2ccccc12 (stereo unspecified)	nt	nt	nt	-1	-12%	nt	8%[57.1 µM]	7%	-20%[57.1 µM]
COC(=O)C1=C(c2cc3ccccc3s2)C[C@@H]2CC[C@H]1N2C(=O)N1CCCCC1	nt	nt	nt	1	-16%	nt	6%	8%	-7%
C=Cn1ccnc1P(=S)(c1ccc(Cl)cc1)c1nccn1C=C	0.0	-0.8	-1	-4	-15%	-5	8%	-7%	2%
c1ccc2c(CN3CCOCC3)c[nH]c2c1	0.3	2.6	-3	4	-12%	-11	20%	1%	1%
BrCC(Br)C1CCC(Br)C(Br)C1 (stereo unspecified)	nt	-1.0	3	1	-13%	nt	-16%	14%	5%
CCOc1ccc(CN(CCCl)CCCl)cc1C(=O)OC	-0.3	-0.6	-6	-23	-2%	-5	16µM*	1%	3%
CN1CCC(OC(=O)c2cccc(F)c2)CC1	0.2	0.7	5	-4	2%	8	9%[2.29 µM]	2%	2%[57.1 µM]
CC(=O)NC1CC2CCCC(C1)N2 (stereo unspecified)	0.7	0.5	-1	-1	3%	-16	-2%	-3%	-1%
Cc1noc(C)c1CC(=O)N1CCCC(N2CCN(c3ccccc3F)CC2)C1 (stereo unspecified)	nt	nt	nt	-2	-8%	nt	-31%	2%	-5%
CN(C)C1(CNC(=O)c2ccc(NS(=O)(=O)c3ccc(Cl)c(Cl)c3)cc2)CCCCC1	0.8	0.3	-4	-1	-18%	8	13%	14%	2%
C[C@@H]1CC2(CCCC[N+]2(C)C)C[C@H]1C	-0.1	0.4	-3	-7	-10%	-17	12%[57.1 µM]	1%	9%[57.1 µM]
CC1(C)CC(=O)c2cc(OCC(=O)N3CCN(Cc4ccccc4)CC3)ccc2O1	0.4	-0.5	-5	5	-8%	-19	-2%[57.1 µM]	-5%	11%[57.1 µM]
COC(=O)C1=C(c2ccc(F)cc2F)C[C@@H]2CC[C@H]1N2C(=O)N1CCCCC1	nt	-0.1	-4	4	-29%	nt	14%[57.1 µM]	11%	5%
Cc1cc(C)nc(-n2c(C)nc3cc(Cl)ccc3c2=O)c1	0.6	0.1	1	2	-5%	-3	17%[0.457 µM]	12%	-5%
S=c1[nH]nc(-c2ccco2)n1Cc1ccccc1	-2.4	-0.7	14	1	-20%	6	-22%	12%	29%
CC1=NNC(=O)C1Br (stereo unspecified)	nt	nt	nt	-20	-3%	nt	?	0%	-18%
O=P(O)(O)c1ccccc1OCCOCCOCCOCCOc1ccccc1P(=O)(O)O	1.3	-0.2	0	-5	-5%	9	?	-2%	-15%
CC(=O)N1CCN(Cc2ccc(Cl)nc2)CC1	-1.9	-0.5	14	0	-10%	-13	8%	-5%	6%
COC(=O)C1=C(c2ccc(F)cc2F)C[C@@H]2CC[C@H]1N2C(=O)NCCOc1ccc(OC)cc1	-0.3	0.3	-9	-1	19%	-2	19%[57.1 µM]	4%	11%[57.1 µM]
CC(C)COc1ccc(C2(C#N)CC[N+](C)(C)CC2)cc1	nt	nt	nt	6	-2%	nt	-5%	3%	-8%
Cc1cc2c(C(C)C)c(O)c(O)c(C=O)c2c(O)c1-c1c(C)cc2c(C(C)C)c(O)c(O)c(C=O)c2c1O	0.1&5.6	0.3&4.0	-2&28	-19&-23	nt	-35&-12	40µM*	nt	?
CC(C)CS(=O)(=O)C1=NN2C(=N)/C(=C\c3ccc(OC(=O)c4ccco4)cc3)C(=O)N=C2S1	-0.6	0.3	2	-3	?	-4	?	-4%	-11%
O=c1c2ccccc2nc(CSc2ncnc3nc[nH]c23)n1-c1ccc(Cl)c(Cl)c1	nt	0.0	1	-6	-19%	nt	7%	3%	0%
O=c1[nH]c(O)c(C=Nc2ccccc2Oc2ccccc2)c(=O)[nH]1	0.3	0.1	0	-7	-24%	-11	-2%[57.1 µM]	7%	11%
COc1ccc(CN2CCNCC2)cc1	-0.3	1.2	19	-1	-4%	4	35µM*	-2%	-1%
COc1ccc(OC)c(N2C(=O)CC(=O)NC2=O)c1	-0.2	1.3	6	-14	-4%	12	?	5%	-3%
CCCC12CN3CC(CCC)(CN(C1)C3c1ccccn1)C2=O (stereo unspecified)	0.3&2.0	0.7&0.9	8&2	0&1	-6%&-20%	11	1%&6%	11%&3%	0%&-1%
CC(=O)OCC(=O)[C@H]1CC[C@H]2[C@@H]3CC[C@H]4C[C@H](O)CC[C@]4(C)[C@H]3C(=O)C[C@]12C	-0.7	1.3	3	3	-17%	-15	22%	24%	5%
COCCNC(=O)c1c(N)n(CCC(C)C)c2nc3ccccc3nc12	1.3	0.2	-2	?	?	1	-4%	2%	106%[activator]
Fc1ccccc1CCNCc1ccccc1	0.5	0.6	2	-5	2%	-1	-6%	4%	0%
O=C1NC(=O)N(c2ccccc2)C(=O)/C1=C\c1ccc2c3c(cccc13)CC2	-0.7	0.0	-2	nt	nt	-8	nt	nt	nt
Cc1cc(/C=C2\C(=O)NC(=O)N(Cc3ccco3)C2=O)c(C)n1-c1ccc(C(=O)O)cc1	0.3	0.5	-2	-11	-9%	0	?	-3%	-8%
COc1ccc(C2=CC(c3ccc(OC)c(OC)c3)c3c(c4ccccc4oc3=O)O2)cc1OC (stereo unspecified)	0.8	0.9	-3	-2	?	4	1%[57.1 µM]	-5%	9%[57.1 µM]
COc1ccc2c(c1)C13CCCC[C@@H]1C(C2)N(C)CC3 (stereo partly specified)	-0.3	0.3	4	-4	-21%	20	23%	9%	7%
Cc1ccc(O)c(CN2CCN(c3ccccc3)CC2)c1	4.7	-0.2	1	4	-3%	38*	27%[57.1 µM]	5%	1%[57.1 µM]
C=CCn1c(O)c(/C=C2/C=c3ccccc3=N2)c(=O)[nH]c1=S	0.8	0.8	5	-15	0%	-6	20µM*	-5%	-7%
O=C1NC(=O)N(CCc2ccc(F)cc2)C(=O)/C1=C/c1ccco1	-0.1	5.4	0	-21	-10%	-7	?	0%	9%
CCC(C(=O)N1CCC2(CC1)OCCO2)c1ccccc1 (stereo unspecified)	nt	1.6	3	3	-9%	nt	-2%	2%	5%
COC(=O)C1=C(c2cccc(OC)c2OC)C[C@@H]2CC[C@H]1N2C(=O)NCc1ccc(C(F)(F)F)cc1	nt	nt	nt	0	-28%	nt	8%	-10%	-4%
CN1C(=O)C(=CN2CCN(C(=O)c3ccco3)CC2)C(=O)N(C)C1=S	24	0.4	1	3	-5%	-14	-15%	5%	1%
C[C@]12CCC3C(CC[C@H]4C[C@@H](O)CC[C@]34C)C1C[C@@H](O)[C@@H]2O (stereo partly specified)	nt	nt	nt	9	?	nt	19%	-2%	6%
Cc1ccccc1OCCN=Cc1c(O)n(C)c(=O)n(C)c1=O	0.6	0.0	5	2	-18%	6	-8%	13%	-8%
Cc1ccccc1CN1C(=O)CN=C(c2ccccc2)c2cc(Cl)ccc21	2.2	3.5	-1	0	-12%	nt	-20%[57.1 µM]	9%	-16%[57.1 µM]
CCOC(=O)[C@]12Cc3cc(C)ccc3[C@H]1N(Cc1ccccc1)C(=O)c1ccccc12	nt	nt	nt	1	-23%	nt	19%&26%	-16%[38.3 µM]	0%&8%
COC(=O)c1ccc(CN2CCSC2=N)cc1	0.1	0.3	-2	2	-4%	16	25%	4%	0%
CCOc1ccc(N2C(=O)NC(=O)/C(=C\c3ccc(N4CCOCC4)cc3C)C2=O)cc1	55*	0.1	-3	-8	-13%	6	?	0%	3%
COc1ccc(C=C2C(=O)N(C)C(=O)N(C)C2=O)cc1CSc1ccccn1	-0.3	0.4	4	?	3%	-18	?	-2%	10%[57.1 µM]
C[C@]12CC[C@H](O)CC1=CCC1C2CC[C@]2(C)C(=O)[C@H](Br)CC12 (stereo partly specified)	nt	nt	nt	-3	-19%	nt	10%[11.4 µM]	4%	12%[57.1 µM]

Already shown: nine of the compounds above.
SMILES	D2 ag	TRHR ag	TRHR enhancer	PI4K2A block	USP1 inh	D2 antagonist	rTrxR1 inhibitor	mIDH1 inhibitor	TrxR1 substrate
CN1C(=O)C(=CN2CCN(C(=O)c3ccco3)CC2)C(=O)N(C)C1=S	24	0.4	1	3	-5%	-14	-15%	5%	1%
C[C@]12CCC3C(CC[C@H]4C[C@@H](O)CC[C@]34C)C1C[C@@H](O)[C@@H]2O (stereo partly specified)	nt	nt	nt	9	?	nt	19%	-2%	6%
Cc1ccccc1OCCN=Cc1c(O)n(C)c(=O)n(C)c1=O	0.6	0.0	5	2	-18%	6	-8%	13%	-8%
Cc1ccccc1CN1C(=O)CN=C(c2ccccc2)c2cc(Cl)ccc21	2.2	3.5	-1	0	-12%	nt	-20%[57.1 µM]	9%	-16%[57.1 µM]
CCOC(=O)[C@]12Cc3cc(C)ccc3[C@H]1N(Cc1ccccc1)C(=O)c1ccccc12	nt	nt	nt	1	-23%	nt	19%&26%	-16%[38.3 µM]	0%&8%
COC(=O)c1ccc(CN2CCSC2=N)cc1	0.1	0.3	-2	2	-4%	16	25%	4%	0%
CCOc1ccc(N2C(=O)NC(=O)/C(=C\c3ccc(N4CCOCC4)cc3C)C2=O)cc1	55*	0.1	-3	-8	-13%	6	?	0%	3%
COc1ccc(C=C2C(=O)N(C)C(=O)N(C)C2=O)cc1CSc1ccccn1	-0.3	0.4	4	?	3%	-18	?	-2%	10%[57.1 µM]
C[C@]12CC[C@H](O)CC1=CCC1C2CC[C@]2(C)C(=O)[C@H](Br)CC12 (stereo partly specified)	nt	nt	nt	-3	-19%	nt	10%[11.4 µM]	4%	12%[57.1 µM]

An excerpt; count on the stated rates, not on these rows.
